# TcdB inh = TcdB glycohydrolase inhibitors, primary screen, biochemical, single point, plate reader; Toxin B (Clostridioides difficile), P18177; TcdB glycohydrolase enzymatic assay; inhibition, % at 9.99 µM; actives 0.24% (n = 350,000); AID 652162, 2013; in the data active = inhibition above about 10%
# Y pestis TopoI = Yersinia pestis topoisomerase I inhibitors, primary screen, biochemical, cleavage product accumulation, plate reader, single point | activity, % at 10 µM | actives 0.064% (n = 360,000) | Y. pestis Topo-I cleavage product accumulation | AID 504884, 2011; in the data active = activity above about 50%, passing the limit was not always enough; inconclusive = no clear call, values can overlap the other calls; also: inactives centre near 2
# FadD28 binding = inhibitors of FadD28 bisubstrate probe binding, primary screen, biochemical, fluorescence polarization, single point; Mycobacterium tuberculosis FadD28 fatty-acid-AMP ligase; inhibition, % at 12.5 µM; actives 0.22% (n = 360,000); AID 588549, 2011; in the data active = inhibition above about 8.5%, passing the limit was not always enough; inconclusive = no clear call, values can overlap the other calls
# Mtb FBA inh = Mtb FBA enzyme inhibitors, primary screen, biochemical, fluorescence, strain H37Rv; Fructose-bisphosphate aldolase (Mycobacterium tuberculosis (strain ATCC 25618 / H37Rv)), …; AID 588726, 2011; actives 2.3% (n = 360,000); inhibition, % at 1 µM; purified M. tuberculosis FBA, fluorescence read-out; in the data active = inhibition above about 27%;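 also: 0% = vehicle and 100% = reference inhibitor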
# Target sequence (P9WQA3 whole entry, looked up): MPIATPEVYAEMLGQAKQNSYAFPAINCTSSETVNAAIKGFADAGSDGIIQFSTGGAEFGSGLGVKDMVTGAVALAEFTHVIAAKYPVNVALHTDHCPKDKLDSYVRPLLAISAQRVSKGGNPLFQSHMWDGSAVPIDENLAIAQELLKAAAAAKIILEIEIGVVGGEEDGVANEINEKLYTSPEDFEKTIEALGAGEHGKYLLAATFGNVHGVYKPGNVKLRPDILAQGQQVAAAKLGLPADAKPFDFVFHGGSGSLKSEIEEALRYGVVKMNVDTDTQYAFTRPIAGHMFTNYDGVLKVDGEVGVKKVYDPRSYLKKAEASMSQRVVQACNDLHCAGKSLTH
# BH1578 lux ind = inducers of Vibrio cholerae quorum light production without autoinducers, primary screen, BH1578 luxS cqsA deficient, single point; actives 0.16% (n = 350,000); V. cholerae BH1578 lux reporter, luminescence, 6 h; activation, % at 18.7 µM; AID 588436, 2011; in the data active = activation mostly above about 9.7%, no sharp cut-off; inconclusive = no clear call, values can overlap the other calls; inactive = mostly below about 3.7%; also: not every result past the cut was called active; inactives centre near 0; reference of the scale not given here
# GDH-TPI counter = GDH-TPI coupling enzyme inhibitors, primary screen, artefact control for M. tuberculosis FBA inhibitor project, biochemical, absorbance, full deck. GDH-TPI coupled enzyme counterscreen, NADH absorbance. inhibition, % at 4.8 µM. actives 1.2% (n = 360,000). AID 588335, 2011; in the data active = inhibition above about 30%;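 also: 0% = DMSO wells and 100% = wells lacking the enzyme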
# PfHsp40 rescue = rescue of yeast from PfHsp40 toxicity, primary screen, S. cerevisiae, ATP luminescence. S. cerevisiae expressing PfHsp40, growth rescue. growth rescue, % at 12.5 µM. actives 0.68% (n = 340,000); in the data active = growth rescue above about 28%, passing the limit was not always enough; inconclusive = no clear call, values can overlap the other calls;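 also: yeast W303a lacking pdr1 and pdr3 grown in galactose medium; growth measured after three days at 30 °C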
# Mtb BioA inh = M. tuberculosis BioA enzyme inhibitors, primary screen, biochemical, plate reader, single point, HTS; inhibition, % at 9.99 µM; 7,8-diaminopelargonic acid synthase BioA (Mycobacterium tuberculosis); actives 0.096% (n = 360,000); purified M. tuberculosis BioA enzyme; in the data active = inhibition above about 40%; inconclusive = no clear call, values can overlap the other calls
# Mtb UGM inh = M. tuberculosis UGM enzyme inhibitors, primary screen, biochemical, fluorescence polarization, single point; UDP-galactopyranose mutase (Mycobacterium tuberculosis (strain ATCC 25618 / H37Rv)), …; purified UGM, fluorescence polarization probe displacement; inhibition, % at 10 µM; actives 0.06% (n = 320,000); AID 504406, 2011; in the data active = inhibition above about 10%, passing the limit was not always enough; inconclusive = no clear call, values can overlap the other calls
# Target sequence (P9WIQ1 whole entry, looked up): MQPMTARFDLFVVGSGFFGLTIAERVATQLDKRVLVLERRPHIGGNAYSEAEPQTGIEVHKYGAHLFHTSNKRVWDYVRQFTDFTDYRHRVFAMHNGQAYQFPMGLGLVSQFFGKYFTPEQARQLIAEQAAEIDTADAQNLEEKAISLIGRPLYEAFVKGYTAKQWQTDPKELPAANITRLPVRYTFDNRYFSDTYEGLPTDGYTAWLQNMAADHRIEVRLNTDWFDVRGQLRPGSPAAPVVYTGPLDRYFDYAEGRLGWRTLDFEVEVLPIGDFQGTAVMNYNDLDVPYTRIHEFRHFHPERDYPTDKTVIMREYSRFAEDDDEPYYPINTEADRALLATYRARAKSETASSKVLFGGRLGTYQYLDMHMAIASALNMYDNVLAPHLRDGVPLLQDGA
# Starred values were filed as active, the others as inactive; i = inactive; ? = inconclusive; . = not tested or not shown; + = active, no number.
SMILES,TcdB inh,Y pestis TopoI,FadD28 binding,Mtb FBA inh,BH1578 lux ind,GDH-TPI counter,PfHsp40 rescue,Mtb BioA inh,Mtb UGM inh
CCCCN1CC[C@H]2C=CC[C@@H](C(=O)NCc3ccc(OC)cc3)[C@H]2C1=O,1.8,8.6,-2.0,-2.9,i,-1.7,-0.1,0.1,-4.2
CCC(=O)N1CCN(c2cc(NCC3CCCO3)c(F)cc2[N+](=O)[O-])CC1 (configuration not stated),-0.9,-4.1,-1.1,-13.3,i,21.9,1.1,.,0.0
CCC(=O)NC(=S)Nc1ccc(NC(=O)COc2ccc(Cl)cc2Cl)cc1,0.4,18.6,-5.2,0.5,i,1.8,-1.7,-0.1,0.4
COc1cccc(NC(=O)C2(C)CCN2C(=O)CC2CCCC2)c1 (configuration not stated),-1.0,-2.4,-2.3,0.7,i,-10.6,.,1.0,.
CCOc1cc(S(=O)(=O)Nc2cc(C)cc(C)c2)ccc1Cl,.,16.4,-3.9,1.4,-0.4,7.2,0.0,.,-2.3
CCN(CCO)C(=O)c1ccc2nc(Cc3cccc(Cl)c3)oc2c1,0.5,0.6,-1.5,0.3,i,9.6,-1.6,0.2,1.5
CC(C)[C@H](NC(=O)N1CCn2c1nc1ccccc12)C(=O)N[C@H](Cc1ccccc1)C(=O)O,-0.5,-0.9,-1.9,4.0,-0.4,8.8,0.1,-2.3,0.4
CN(CC(=O)Nc1ccccc1Cl)C(=O)c1cccc(S(=O)(=O)N2CCN(Cc3ccccc3)CC2)c1,0.3,23.2,-2.7,2.6,-1.9,8.3,0.6,0.6,-1.7
CCNc1nc(NC(C)C)nc(Oc2ccc(=O)n(C)n2)n1,1.4,5.3,-3.6,-2.5,-0.4,-2.2,0.0,.,-2.3
CCCCN(C(=O)c1cc(-c2ccco2)nc2ccccc12)c1c(N)n(CCC)c(=O)[nH]c1=O,2.2,1.4,.,2.9,i,23.5,0.4,-0.1,0.8
CC(=O)C1=C(c2ccccc2)NC(=O)NC1c1cccs1 (configuration not stated),0.9,-7.5,-3.2,0.8,0.5,5.2,-0.5,-1.5,-0.6
CN(C)C(=O)CSc1ccc(S(=O)(=O)N2CCCC2)cn1,-2.0,5.0,-0.2,0.9,i,1.7,-0.4,0.2,.
CCCCNC(=S)N1CCn2cccc2C1c1ccc(F)cc1 (configuration not stated),-0.1,-1.3,-1.1,0.1,i,4.3,0.0,.,-4.2
COc1cccc(N2C(=NC(=O)CCC3CCCC3)SC3CS(=O)(=O)CC32)c1 (configuration not stated),1.8,1.3,-2.4,-4.5,-0.2,-4.3,0.4,-3.1,0.0
CC1=C(C(=O)N(C)C)C(c2cccc(Cl)c2)NC(=O)N1 (configuration not stated),.,2.7,0.9,-0.7,i,11.4,0.6,-4.8,-5.2
N#CC1=C(SCc2ccccc2)NC(=O)C(C#N)C12CCCC2 (configuration not stated),.,-1.9,?,-0.6,i,11.8,0.3,1.1,1.9
COc1cc2ncnc(NCc3cccc(Cl)c3)c2cc1OC,0.3,4.2,-9.7,-3.7,i,-7.9,0.7,.,-0.2
O=C(CCn1c2c(c3ccccc31)CCCC2)NNC(=O)c1ccc([N+](=O)[O-])cc1,-0.3,-11.2,-0.8,-0.1,-0.2,12.0,1.3,.,1.2
Cc1ccc(CN2C(=O)CCC2C(=O)NC2CC2)cc1 (configuration not stated),.,-0.2,-0.8,1.3,-5.9,-9.7,-0.6,-4.6,4.6
COc1ccc(N2CCN(C(=O)c3ccc(C)cc3Cl)CC2)cc1,.,7.9,-0.4,-1.4,-1.5,5.3,1.3,2.8,0.1
CN(C)C=NC(=O)c1ccc([N+](=O)[O-])c(CS(=O)(=O)c2ccc(Cl)cc2)c1,.,-13.8,-1.2,-0.8,-0.2,11.8,-0.3,-0.8,-0.5
CCc1nc(C)cn1S(=O)(=O)c1cc(Cl)c(OC)cc1Cl,.,4.4,-6.7,3.5,-1.5,2.9,-0.5,-0.4,-2.5
CCSc1ccc(C(=O)Nc2ccc(Br)cn2)cc1[N+](=O)[O-],-1.1,-6.0,-3.3,-0.1,-0.6,-3.9,2.4,.,0.0
Nc1ncnc2c1ncn2[C@@H]1O[C@H](CNS(=O)(=O)CCCCl)[C@@H](O)[C@H]1O,0.3,-3.0,-3.1,-2.2,i,-0.9,-1.0,0.7,-1.8
CCN1C(=O)NC(=O)/C(=C\c2cn(CC(=O)N3CCCCC3)c3ccccc23)C1=O,0.9,-6.0,3.2,2.4,i,0.8,-0.9,-5.9,40.6*

# Results in BH1578 lux ind, Y pestis TopoI and Mtb BioA inh (three entries from above):
SMILES,BH1578 lux ind,Y pestis TopoI,Mtb BioA inh
CC1=C(C(=O)N(C)C)C(c2cccc(Cl)c2)NC(=O)N1 (configuration not stated),i,2.7,-4.8
N#CC1=C(SCc2ccccc2)NC(=O)C(C#N)C12CCCC2 (configuration not stated),i,-1.9,1.1
COc1cc2ncnc(NCc3cccc(Cl)c3)c2cc1OC,i,4.2,.

# Next section.
SMILES,TcdB inh,Y pestis TopoI,FadD28 binding,Mtb FBA inh,BH1578 lux ind,GDH-TPI counter,PfHsp40 rescue,Mtb BioA inh,Mtb UGM inh
CC(C(N)=O)N1CC(c2ccc(Cl)cc2)CC1=O (configuration not stated),.,-10.7,2.1,2.1,i,-3.5,-0.8,.,1.5
COc1ccc(-c2csc(C(C)(O)c3cccnc3)n2)cn1 (configuration not stated),1.0,2.7,-0.2,-0.1,-0.7,3.5,.,0.0,.
CCOc1ccc(N(Cc2cc3cc(OC)ccc3[nH]c2=O)S(C)(=O)=O)cc1,.,7.1,0.0,7.7,-0.4,9.1,-0.3,-0.6,0.4
Cc1ccc(S(=O)(=O)N2CCCCC2)cc1NC(=O)COC(=O)Cc1ccc(Cl)cc1,.,7.6,-1.3,-2.0,2.0,3.3,-0.4,.,.
CCCN1C2CCCC1CC(NC(=S)Nc1cccc(C)c1C)C2 (configuration not stated),-0.4,1.2,-1.5,0.3,-0.2,1.3,-0.5,-0.8,0.4
O=C(CCc1ccccc1)N1Cc2cc(-c3cccc(F)c3)ccc2-n2nncc2C1,0.6,.,-16.6,4.1,.,.,.,1.0,.
COc1cccc(CC(=O)Nc2cccc3ccccc23)c1,-8.6,4.6,-3.6,-8.1,-15.6,-9.8,2.3,-2.0,-1.7
COc1ccc(NC(=O)CN(C)C(=O)c2ccc(S(=O)(=O)N3CCOCC3)cc2)cc1,-0.1,-1.2,0.3,0.9,i,-0.9,.,-1.2,.
CCn1c(SC)nnc1-c1nnc(SC)n1CC,.,2.9,-3.0,1.3,-0.9,13.1,-0.8,0.1,-0.3
COc1ccc(-c2cn(-c3ccc(OC)cc3)c(=S)[nH]2)cc1,.,4.0,-1.2,0.4,-0.6,2.9,0.7,-0.7,-1.4
CC1(C)CC(=O)C(C=Nc2ccc(O)c(N=CC3=C(O)CC(C)(C)CC3=O)c2)=C(O)C1,-0.9,2.1,-2.6,-4.2,-0.2,18.7,-0.7,.,6.3
Cc1c(C#N)c(NC(=O)C(C)C)n(Cc2ccccc2)c1C,3.5,3.5,-0.3,8.5,i,1.9,-1.2,.,0.0
O=c1c(/C=N/Nc2ccccc2)c(Sc2nnnn2-c2ccccc2)nc2ccccn12,.,-5.1,1.6,-1.4,-0.7,2.7,-0.1,-2.4,.
S=c1[nH]nc(-c2ccccc2)n1/N=C/C=C/c1ccco1,0.3,-8.8,-2.5,-2.4,-0.4,32.6*,1.3,.,1.3
CC(=O)Nc1ccc(NC(C)=O)s1,.,10.1,-0.1,0.6,i,6.2,0.5,-0.7,-1.4
CSCC[C@@H](C(=O)NCCCCCCCCCCC(=O)N1CCNCC1)n1cc(CCO)nn1,0.7,3.0,-1.3,5.7,0.5,4.3,-1.5,-1.2,-1.5
N/C(=N\N=C\c1ccnc2ccccc12)SC1CC(=O)N(c2ccc(Br)cc2)C1=O (configuration not stated),.,20.8,-0.3,-0.5,0.6,27.7,-1.8,-1.5,2.7
CCOc1ccccc1NC1=NCC(=O)N1Cc1ccc(F)cc1,-7.6,2.5,0.8,0.7,i,8.5,-0.5,-0.3,2.7
CCOC(=O)/C(C#N)=N/Nc1ccccc1C(=O)O,2.8,-1.9,-0.1,-4.5,-0.8,19.6,-2.0,-0.7,1.8
Cc1c(NC(=O)C(C)Sc2ccc3ccccc3n2)c(=O)n(-c2ccccc2)n1C (configuration not stated),.,5.4,-3.9,-4.3,-0.6,-5.9,0.0,-0.9,-0.8
O=C(COC(=O)c1nc(Cl)ccc1Cl)NC1CCCCCC1,1.8,-4.2,-0.4,3.1,0.9,5.0,1.4,-1.3,-0.8
Cc1nc2ccc(S(=O)(=O)Nc3ccc(-c4nc5cccnc5s4)cc3)cc2s1,1.1,-0.8,-1.3,+,-0.6,30.6,0.5,-0.8,0.2
O=C(COC(=O)c1ccc(O)cc1)Nc1cc(S(=O)(=O)N2CCCCCC2)ccc1Cl,0.1,1.2,-2.1,-0.8,i,8.0,.,-0.3,.
Cc1ccc(S(=O)(=O)N2CCN(C(=O)CN3CCN(C)CC3)C2)cc1,0.7,5.8,2.1,2.2,i,15.8,-0.4,-0.1,-0.1
O=C(Cn1c(=O)n(-c2ccccc2)c(=O)n1CC(=O)N1CCCCC1)N1CCCCC1,.,8.4,0.4,1.3,-0.3,1.7,-0.2,0.4,1.2
CCOc1nc(-c2ccccc2)ccc1-c1noc(-c2ccco2)n1,.,1.8,-1.0,-5.1,-0.1,-1.8,-0.4,.,-0.4
O=C(Nc1cccc(C(=O)NC2CC2)c1)c1ccccc1,-4.7,-0.1,1.5,2.5,0.7,-9.4,1.9,4.2,.

# Looked up one by one from the entries so far (6):
SMILES,TcdB inh,Y pestis TopoI,FadD28 binding,Mtb FBA inh,BH1578 lux ind,GDH-TPI counter,PfHsp40 rescue,Mtb BioA inh,Mtb UGM inh
Cc1ccc(S(=O)(=O)N2CCCCC2)cc1NC(=O)COC(=O)Cc1ccc(Cl)cc1,.,7.6,-1.3,-2.0,2.0,3.3,-0.4,.,.
COc1ccc(NC(=O)CN(C)C(=O)c2ccc(S(=O)(=O)N3CCOCC3)cc2)cc1,-0.1,-1.2,0.3,0.9,i,-0.9,.,-1.2,.
O=c1c(/C=N/Nc2ccccc2)c(Sc2nnnn2-c2ccccc2)nc2ccccn12,.,-5.1,1.6,-1.4,-0.7,2.7,-0.1,-2.4,.
O=C(COC(=O)c1nc(Cl)ccc1Cl)NC1CCCCCC1,1.8,-4.2,-0.4,3.1,0.9,5.0,1.4,-1.3,-0.8
Cc1nc2ccc(S(=O)(=O)Nc3ccc(-c4nc5cccnc5s4)cc3)cc2s1,1.1,-0.8,-1.3,+,-0.6,30.6,0.5,-0.8,0.2
N/C(=N\N=C\c1ccnc2ccccc12)SC1CC(=O)N(c2ccc(Br)cc2)C1=O (configuration not stated),.,20.8,-0.3,-0.5,0.6,27.7,-1.8,-1.5,2.7

# From PubChem
